# ABCG2 inh – inhibitors of human ABCG2 transporter, ABCB1 counter-screen; IgMXP3 cells, JC-1 efflux, flow cytometry; inhibition, % at 6.6 µM; Q9UNQ0; actives 0.1% (n = 190,000);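 active means inhibition above 80%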;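 further: 0% = DMSO and 100% = nicardipine control wells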
# Target sequence (Q9UNQ0 whole entry, looked up): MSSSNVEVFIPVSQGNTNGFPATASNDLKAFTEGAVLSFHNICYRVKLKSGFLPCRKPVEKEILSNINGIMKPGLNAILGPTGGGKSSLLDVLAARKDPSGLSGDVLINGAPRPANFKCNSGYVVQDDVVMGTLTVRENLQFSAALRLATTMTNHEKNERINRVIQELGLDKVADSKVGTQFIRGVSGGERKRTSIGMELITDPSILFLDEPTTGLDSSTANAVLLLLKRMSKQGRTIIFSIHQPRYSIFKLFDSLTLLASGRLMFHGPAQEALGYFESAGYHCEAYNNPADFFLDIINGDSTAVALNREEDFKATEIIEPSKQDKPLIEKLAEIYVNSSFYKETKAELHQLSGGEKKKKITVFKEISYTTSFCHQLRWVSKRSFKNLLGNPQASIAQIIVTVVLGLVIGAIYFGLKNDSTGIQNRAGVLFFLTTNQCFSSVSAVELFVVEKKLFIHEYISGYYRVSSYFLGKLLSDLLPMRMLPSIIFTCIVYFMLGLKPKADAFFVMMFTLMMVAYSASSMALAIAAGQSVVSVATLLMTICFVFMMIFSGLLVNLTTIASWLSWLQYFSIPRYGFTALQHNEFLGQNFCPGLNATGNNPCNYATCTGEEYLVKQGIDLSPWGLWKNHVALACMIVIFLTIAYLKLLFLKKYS
#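 Assay system – ABCG2 IgMXP3 and barcoded ABCB1 CCRF-Adr cell mix · Input – 3 million cells/mL in well · Reagent – JC-1 fluorescent substrate · Compound – single test compound dose, 6.6 µM final · Timing – 10 min exposure at 25 °C with rotation, no wash · Detection – flow cytometry of retained JC-1 fluorescence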
# Mcl1 Bid PPI – disrupts binding of human Mcl-1 to Bid peptide; TR-FRET Mcl-1/Bid-Dy647 peptide binding, 1536-well; inhibition, % at 21.7 µM; actives 0.97% (n = 220,000);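 active means compounds that cut the binding signal by more than half at the single screening dose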;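 further: His-tagged Mcl-1 with europium anti-His antibody binding Bid BH3 peptide; 0% = Mcl-1 plus peptide wells and 100% = peptide-only wells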
# Mcl1-Noxa inh – disrupts binding of human Mcl-1 to Noxa peptide; actives 1.5% (n = 220,000); TR-FRET Mcl-1/Noxa peptide binding, 2 h; Q07820; inhibition, % at 21.7 µM;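 active means compounds that cut the protein-peptide binding signal by more than 50% relative to plate controls in a single-dose test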;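 further: His-tagged Mcl-1 with rhodamine Noxa BH3 peptide and terbium anti-His antibody; 0% = Mcl-1 plus Noxa peptide wells and 100% = peptide-only wells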
# Bim-Mcl-1 – inhibitors of Bim-Mcl-1 interaction, human | Bead-based flow cytometry, Bim peptide-Mcl-1 binding | inhibition, % at 10 µM | actives 0.1% (n = 190,000) | AID 1009; in the data active means inhibition above about 40%;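 further: 0% = no compound tracer wells and 100% = peptide blocker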
# GSH bead fluor – GSH bead compound fluorescence profile; GSH beads flow cytometry, compound fluorescence 488/530 nm; active compounds read high; fluorescence (KMESF) at 10 µM; actives 0.25% (n = 190,000); in the data active means fluorescence above about 89;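 further: glutathione beads carrying GST-tagged Bcl family fusion proteins plus one bare bead set; values are compound well signal with DMSO vehicle wells as background; inactives centre near 16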
# Avidin fluor – avidin bead compound fluorescence profile; Avidin beads, compound fluorescence 488/530 nm, flow cytometry; active compounds read high; fluorescence (KMESF) at 10 µM; actives 0.38% (n = 220,000); in the data active means fluorescence above about 47; further: inactives centre near 10
# ABCB1 block – human ABCB1 inhibition, ABCG2 as counter-screen | P08183 | CCRF-Adr cells, JC-1 efflux, flow cytometry | inhibition, % at 6.6 µM | actives 0.067% (n = 190,000) | AID 1326; in the data active means inhibition above about 40%;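 further: 0% = vehicle and 100% = reference inhibitor; higher value means more JC-1 retained so stronger ABCB1 efflux block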
# RGS7-Gao – modulates binding of RGS7 to human Galphao. AID 1439. binding response (% of control), % at 10 µM. P09471. Multiplexed bead flow cytometry; actives lie on both sides. actives 0.35% (n = 220,000); in the data active means binding response below about 49% or above about 150%; inconclusive means no clear call, values can overlap the other calls; inactive means in between;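 further: fluorescent Galphao held in activated GDP-AlF4 state binding bead-coupled RGS7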
# Target sequence (P09471 whole entry, looked up): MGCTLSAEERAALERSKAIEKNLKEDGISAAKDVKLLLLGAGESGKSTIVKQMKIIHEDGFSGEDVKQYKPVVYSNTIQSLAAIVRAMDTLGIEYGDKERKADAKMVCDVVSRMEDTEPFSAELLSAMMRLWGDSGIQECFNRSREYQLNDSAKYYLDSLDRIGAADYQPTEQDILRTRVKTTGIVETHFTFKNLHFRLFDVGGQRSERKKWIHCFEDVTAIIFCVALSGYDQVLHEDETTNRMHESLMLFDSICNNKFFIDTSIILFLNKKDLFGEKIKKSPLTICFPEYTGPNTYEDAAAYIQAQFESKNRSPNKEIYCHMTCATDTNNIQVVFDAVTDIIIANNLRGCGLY
# Pf gamet viab – inhibitors of late stage P. falciparum gametocyte viability; P. falciparum stage V gametocytes, ATP luminescence, 24 h; inhibition, % at 10.9 µM; actives 0.065% (n = 150,000); AID 743093;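 active means inhibition above the mean plus 3 SD of compounds within the control limits, set per campaign, cut at about 38% in these data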;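 further: 0% = DMSO wells and 100% = medium only without gametocytes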
# RGS8-Gao reg – human RGS8-Galphao interaction regulation; multiplexed bead flow cytometry, RGS8-Galphao binding; actives lie on both sides; actives 0.34% (n = 220,000); P09471; response (percent of control binding), % at 10 µM; in the data active means response below about 60% or above about 140%; inactive means in between;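 further: Galphao activated as the GDP aluminium fluoride complex binding bead-coupled RGS8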
# RGS4-Gao reg – human RGS4-Galphao interaction regulation; P09471; Multiplexed bead flow cytometry, RGS4-Galphao binding; actives lie on both sides; binding response (% of control), % at 10 µM; actives 0.33% (n = 220,000); AID 1415; in the data active means binding response below about 49% or above about 150%; inactive means in between;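 further: fluorescent Galphao activated with aluminum fluoride binding bead-coupled RGS4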
# * marks the source's active call; other numbers are inactive results; ? = inconclusive; . = no result given.
# The opening four compounds (preview)
1: O=C(CSc1cn(Cc2cccc(F)c2)c2ccccc12)NCc1ccc(F)cc1
2: COc1ccc(C(C)=O)c2c(O)cccc12
3: CCCc1cc2c(=O)c(-c3ccc4c(c3)OCCO4)c(C)oc2cc1OS(C)(=O)=O
4: CCN(CC)C(=O)Oc1ccc(Br)cc1C(=O)Nc1ccc(F)cc1F

assay / compound	1	2	3	4
ABCG2 inh	4	3	51	.
Mcl1 Bid PPI	62*	-14	4	-13
Mcl1-Noxa inh	4	18	0	10
Bim-Mcl-1	-3	-2	-9	.
GSH bead fluor	18	35	37	.
Avidin fluor	.	13	8	6
ABCB1 block	2.0	0.5	3.4	.
RGS7-Gao	.	108	102	?
Pf gamet viab	.	.	14	-16
RGS8-Gao reg	.	104	100	102
RGS4-Gao reg	.	105	103	102

# The whole of this part, from the start:
1: O=C(CSc1cn(Cc2cccc(F)c2)c2ccccc12)NCc1ccc(F)cc1
2: COc1ccc(C(C)=O)c2c(O)cccc12
3: CCCc1cc2c(=O)c(-c3ccc4c(c3)OCCO4)c(C)oc2cc1OS(C)(=O)=O
4: CCN(CC)C(=O)Oc1ccc(Br)cc1C(=O)Nc1ccc(F)cc1F
5: COc1nc(NCc2ccco2)nc(NC2CCCCC2)n1
6: CNC(=S)N(Cc1ccc2c(c1)OCO2)C1CC(=O)N(c2ccccc2)C1=O (stereo not given)
7: CCN(CC)CCN1C(=O)C(O)=C(C(=O)c2cc3cccc(OC)c3o2)C1c1cccs1 (stereo not given)
8: COc1ccc(N(Cc2ccccc2)S(=O)(=O)c2cccc(C(=O)NC3=NCCS3)c2)cc1
9: Cc1ccc(S(=O)(=O)N(Cc2ccccc2)c2ccccc2C(=O)NCc2ccco2)cc1
10: Cc1[nH]c2ccc(F)cc2c(=O)c1SC(F)(F)C(F)C(F)(F)F (stereo not given)

assay / compound	1	2	3	4	5	6	7	8	9	10
ABCG2 inh	4	3	51	.	23	-3	.	5	5	6
Mcl1 Bid PPI	62*	-14	4	-13	-9	4	-9	5	-15	3
Mcl1-Noxa inh	4	18	0	10	11	19	24	13	8	4
Bim-Mcl-1	-3	-2	-9	.	0	-6	.	-3	-1	2
GSH bead fluor	18	35	37	.	27	11	.	18	25	9
Avidin fluor	.	13	8	6	5	2	4	10	7	15
ABCB1 block	2.0	0.5	3.4	.	1.7	-0.1	.	2.4	2.0	0.2
RGS7-Gao	.	108	102	?	100	129	?	97	99	103
Pf gamet viab	.	.	14	-16	.	15	.	.	.	.
RGS8-Gao reg	.	104	100	102	103	111	101	103	100	100
RGS4-Gao reg	.	105	103	102	101	128	102	96	100	94

# Values by screen from the entries so far.
# RGS4-Gao reg for nos. 4–10, in order: 102, 101, 128, 102, 96, 100, 94
# GSH bead fluor for nos. 4–10, in order: ., 27, 11, ., 18, 25, 9

# Remaining list, next part
11: Cc1ccc(-n2c3c(cc(C(=O)N4CCN(C)CC4)c2=O)C(=O)CC(C)(C)C3)cc1
12: C#CCOCCOCCOCCNc1nc(N2CCOCC2)nc(N2CCN(C(=O)[C@H]([C@@H](C)CC)n3cc([C@@H](N)CC(C)C)nn3)CC2)n1
13: CC1(C)CC(=O)c2sc(NC(=O)c3ccccc3)nc2C1
14: CC(C(=O)OCC(=O)c1c(N)n(C)c(=O)n(C)c1=O)N1C(=O)c2ccccc2C1=O (stereo not given)
15: Cn1c(-c2ccccn2)[n+](C)c2ccccc21
16: O=C(OC(C(=O)NC1CCCC1)c1cccnc1)C1=Cc2ccccc2OC1 (stereo not given)
17: CCOP(=O)(OCC)C(O)c1cc(OC)c(OC)c(OC)c1 (stereo not given)
18: Cc1sc(N)nc1-c1ccccc1
19: CC(=O)N/N=C(\C)CC(=O)Nc1cccc2c1CCCC2
20: CCCCCC(=O)NNC(=O)Nc1ccccc1

assay / compound	11	12	13	14	15	16	17	18	19	20
ABCG2 inh	-3	0	7	6	2	3	10	5	2	0
Mcl1 Bid PPI	-10	4	-7	11	1	-3	-17	-21	1	19
Mcl1-Noxa inh	11	20	19	11	1	17	-19	20	6	0
Bim-Mcl-1	-7	0	-3	-3	-2	-6	-2	-1	-3	-3
GSH bead fluor	21	18	9	12	12	13	17	21	23	12
Avidin fluor	30	7	10	12	10	38	7	10	9	13
ABCB1 block	0.5	-0.1	-0.9	0.5	1.1	3.2	0.1	0.0	0.3	0.2
RGS7-Gao	105	118	100	96	102	104	100	105	108	100
Pf gamet viab	.	18	.	12	-34	-3	-6	19	.	-7
RGS8-Gao reg	105	117	97	99	106	101	102	105	113	102
RGS4-Gao reg	105	116	98	94	102	105	104	103	107	103

21: S=C(NCc1ccco1)NC1CCCc2ccccc21 (stereo not given)
22: COc1ccccc1S(=O)(=O)Cc1ccc(C(=O)NCC2CCCO2)o1 (stereo not given)
23: CCOc1ccc(/C(O)=C2\C(=O)C(=O)N(CCN(C)C)C2c2cccc(OC)c2OC)cc1Cl (stereo not given)
24: CCC(C)NC(=S)Nc1ccc(F)cc1 (stereo not given)
25: Cc1ccc(NC(=O)c2ccc(CSc3ccccn3)cc2)cc1
26: CNCC(O)CN(c1ccccc1)c1ccccc1 (stereo not given)
27: CCOc1ccc(C(=O)NCCC2=CCCCC2)cc1OCC
28: C=C(C)/C=N/NC(=S)Nc1ccc(S(=O)(=O)N2CCOCC2)cc1
29: Cc1cc(C)n2c(SCc3cccs3)nnc2n1
30: COc1ccc(CN2C(=O)CCC2(C)C(=O)NC2CCCCC2)c(OC)c1 (stereo not given)

assay / compound	21	22	23	24	25	26	27	28	29	30
ABCG2 inh	0	-1	0	.	6	2	2	.	5	8
Mcl1 Bid PPI	-44	5	-16	-50	-22	-7	-19	-78	-6	-3
Mcl1-Noxa inh	6	2	-4	-1	3	4	13	-17	5	0
Bim-Mcl-1	-1	-1	-1	.	-3	-1	0	.	1	-10
GSH bead fluor	11	18	13	.	55	16	19	.	49	26
Avidin fluor	9	6	15	10	22	12	9	3	15	11
ABCB1 block	-0.1	-0.3	-0.1	.	1.0	0.9	0.1	.	0.8	1.5
RGS7-Gao	?	97	104	?	99	106	?	?	100	99
Pf gamet viab	-50	.	17	2	.	.	.	11	.	7
RGS8-Gao reg	101	93	101	99	93	102	100	104	99	102
RGS4-Gao reg	102	107	103	104	101	103	100	103	98	101

31: C[C@@H](C(=O)Nc1nc2ccc(F)cc2s1)N1C(=O)C2CC=CCC2C1=O (stereo not given in full)
32: NS(=O)(=O)c1cc2c(cc1Cl)NC(CC1CCCC1)NS2(=O)=O (stereo not given)
33: CCCn1c(CC)nc([N+](=O)[O-])c1Sc1ccc(F)cc1
34: CCOc1ccc(/C=C2\SC(N3CCc4ccccc4C3)=NC2=O)cc1
35: COc1ccccc1C(=O)CSc1ccccn1
36: COc1cccc(C(=O)Nc2c3c(nn2-c2ccccc2C)CS(=O)C3)c1OC (stereo not given)
37: CCOc1ccc(N(CC(=O)Nc2c(C)cccc2C)S(=O)(=O)c2c(C)[nH]c(=O)[nH]c2=O)cc1
38: Cc1noc(NS(=O)(=O)c2ccc(NC(=O)c3ccc(OC(C)C)cc3)cc2)c1C
39: COc1ccccc1NC(=O)Cn1nc(Cc2cccnc2)c2ccccc2c1=O
40: COc1ccccc1NC(=O)COC(=O)/C=C/c1ccc2c(c1)OCO2

assay / compound	31	32	33	34	35	36	37	38	39	40
ABCG2 inh	2	.	5	21	18	3	.	1	.	16
Mcl1 Bid PPI	95*	-18	-4	-13	-1	-55	-28	-5	-1	-2
Mcl1-Noxa inh	-8	-21	-5	-7	-3	-8	-22	20	-2	-4
Bim-Mcl-1	-2	.	1	-8	-2	0	.	-3	.	-3
GSH bead fluor	17	.	12	15	9	45	.	12	.	21
Avidin fluor	8	8	11	12	10	10	5	21	6	5
ABCB1 block	0.1	.	0.8	1.0	3.2	0.5	.	-0.1	.	5.4
RGS7-Gao	108	?	89	99	97	90	?	99	?	102
Pf gamet viab	25	.	-4	-11	-15	5	9	.	3	3
RGS8-Gao reg	104	98	96	102	101	89	100	101	102	101
RGS4-Gao reg	109	101	92	98	100	85	95	98	99	99

# Ordered by the number under Avidin fluor (descending): 3 from the list above
No. | SMILES | Mcl1 Bid PPI | Mcl1-Noxa inh | Bim-Mcl-1 | GSH bead fluor | Avidin fluor | RGS7-Gao | RGS8-Gao reg | RGS4-Gao reg
29 | Cc1cc(C)n2c(SCc3cccs3)nnc2n1 | -6 | 5 | 1 | 49 | 15 | 100 | 99 | 98
21 | S=C(NCc1ccco1)NC1CCCc2ccccc21 (stereo not given) | -44 | 6 | -1 | 11 | 9 | ? | 101 | 102
22 | COc1ccccc1S(=O)(=O)Cc1ccc(C(=O)NCC2CCCO2)o1 (stereo not given) | 5 | 2 | -1 | 18 | 6 | 97 | 93 | 107

# More records follow:
41: Cc1cc(/C=C2\C(=N)N3N=C(C(C)C)SC3=NC2=O)c(C)n1-c1ccccc1
42: Cn1ccnc1C(O)c1cc(C(C)(C)C)c(O)c(C(C)(C)C)c1 (stereo not given)
43: Cc1cc(C=NCCCO)c(C)n1-c1cc(Cl)ccc1Cl
44: CCOCCCNC(=O)C(NC(=O)Cc1cccs1)c1ccc(OC)cc1 (stereo not given)
45: COCCCNC(=O)CN(c1ccc(Cl)c(Cl)c1)S(C)(=O)=O
46: COc1cc(S(=O)(=O)Nc2ccccc2C)ccc1NC(=O)c1ccncc1
47: CCC(=O)/C=C1\Sc2ccc(OC)cc2N1CC
48: NNC(=O)CCC(=O)Nc1ccccc1
49: Cc1cc(C=C2C(=O)c3ccccc3C2=O)c(C)n1-c1ccc(Cl)cc1
50: COc1ccc(NC(=O)c2nc(SC)ncc2Cl)cc1
51: O=C1NCCCC1C(=O)N/N=C/c1ccc([N+](=O)[O-])cc1 (stereo not given)
52: O=C(Nc1cnc2ccccc2c1)N1CCCCC1

assay / compound	41	42	43	44	45	46	47	48	49	50	51	52
ABCG2 inh	-2	0	5	3	2	1	9	0	4	.	.	12
Mcl1 Bid PPI	-28	-16	-8	-19	2	-12	-11	-39	-22	-10	-9	-5
Mcl1-Noxa inh	6	-17	10	15	-16	18	22	-8	.	-13	-2	-6
Bim-Mcl-1	0	-3	-3	-3	-4	0	-1	-2	0	.	.	0
GSH bead fluor	73	23	8	18	25	23	30	13	37	.	.	16
Avidin fluor	10	36	8	10	23	9	14	9	11	8	8	25
ABCB1 block	-0.6	0.0	-0.5	0.5	-0.4	0.5	5.3	0.2	1.1	.	.	1.2
RGS7-Gao	96	100	96	?	97	101	102	?	98	?	?	102
Pf gamet viab	.	.	-6	7	9	.	-7	-9	.	7	-1	.
RGS8-Gao reg	100	101	89	101	98	100	98	99	98	99	102	100
RGS4-Gao reg	100	102	97	101	97	102	93	101	93	98	104	104

# Screening results (PubChem BioAssay)
